From PubChem BioAssay
FLuc modulator – qHTS profiling assay for firefly luciferase inhibitor/activator using purifed enzyme and Km concentrations of substrates (counterscreen for miR-21 project); Luciferin 4-monooxygenase (Photinus pyralis), P08659; purified FLuc, Km substrates, luminescence inhibition; Potency, µM (doses to about 57.5 µM), inactives show at the top dose activity change, negative = inhibition, most hits filed as inhibitors; 6.9% of 360,000 active; AID 588342, 2011;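 note: plate controls were vehicle for no effect and reference inhibitor for full effect; nearly all actives have a fitted effect of over 55% in size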
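Purified P. pyralis luciferase (10nM final) with 10uM D-luciferin and 10uM ATP (Km levels) in 50mM Tris acetate pH 7.5, 10mM Mg acetate, 0.01% Tween-20, 0.05% BSA; qHTS 6-point titration, ~60 µM downward; luminescence read.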
MBNL1 CUG block – qHTS Assay for Inhibitors of MBNL1-poly(CUG) RNA binding | TR-FRET MBNL1-His/biotin-(CUG)12 binding, 665/545 ratio | AID 2675, 2010 | Potency, µM (highest dose often 57.5 µM), inactives show top-dose activity change, negative = inhibition, most hits filed as inhibitors | 0.036% of 280,000 active; active = well fitted inhibition curve with a large enough effect in the signal ratio, with a control signal flat, not every such curve was filed as active; inconclusive = small, poorly fitted or top-dose-only effect, or effect the other way, or a change in a side signal; inactive = no such curve, though single readings can be large or run the other way; the % refers to the signal ratio; note: % is set by controls: 0 for no effect and ±100 for the full control effect
Target sequence (Q9NR56 whole entry, looked up): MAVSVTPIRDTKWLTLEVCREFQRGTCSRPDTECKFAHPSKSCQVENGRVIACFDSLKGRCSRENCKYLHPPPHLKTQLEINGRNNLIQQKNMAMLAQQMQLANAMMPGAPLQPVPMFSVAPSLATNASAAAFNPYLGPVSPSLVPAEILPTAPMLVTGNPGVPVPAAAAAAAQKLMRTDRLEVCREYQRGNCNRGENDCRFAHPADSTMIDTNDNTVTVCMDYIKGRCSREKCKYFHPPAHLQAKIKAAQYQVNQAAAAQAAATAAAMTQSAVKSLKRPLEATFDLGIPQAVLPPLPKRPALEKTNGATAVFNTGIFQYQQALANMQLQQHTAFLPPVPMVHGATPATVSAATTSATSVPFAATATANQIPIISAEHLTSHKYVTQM
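Compounds (final 92 nM to 58 uM) are added to His-tagged MBNL1 and biotin-(CUG)12, then terbium anti-His antibody and streptavidin-XL665 (5 nM final). After 60 min at room temperature, the 665/545 nm ratio is read.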
NPC1 prom act – qHTS Assay for NPC1 Promoter Activators. Huh7 NPC1 promoter luciferase reporter, 24 h. Potency, µM (top dose mostly 9.22 µM), inactives show top-dose activation, usual class: activators. 2.4% of 320,000 active;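 note: % of control where 0% means no effect; nearly all actives have a fitted effect of over 60% in size; reporter is driven by a mutant NPC1 promoter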
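Huh7 reporter cells (NPC1 promoter driving luciferase) are dosed with compound for 24 h at 37 °C, 5% CO2; luciferase detection reagent is then added and luminescence measured after 10 min at ambient temperature.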
p53 reactivation – qHTS assay for re-activators of p53 using a Luc reporter. H1299 p53-A138V BP100-luciferase reporter, luminescence, 24 h. Potency, µM (highest dose often 92.2 µM), inactives show at the highest dose activity change, positive = activation, actives largely listed as activators. 0.063% of 320,000 active. AID 504706, 2011; note: % of control where 0% means no effect; nearly all actives have a fitted effect of over 45% in size
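H1299 (p53-null), stable ts p53-A138V + BP100-Luc; 1000 cells/well, Opti-MEM/10% FBS; cpd 4 pt, 1:5; 24 h, 37 deg C, 5% CO2; detection reagent 10 min RT; luminescence.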
Rab9 prom act – qHTS Assay for Rab9 Promoter Activators. Huh7 Rab9 promoter-luciferase reporter, luminescence, 24 h. Potency, µM (titrated, usually from 9.22 µM), inactives show top-dose activation, negative = inhibition, most hits filed as activators. 2.8% of 320,000 active; note: % of control where 0% means no effect; nearly all actives have a fitted effect of over 60% in size
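Huh7 cells stably carrying a Rab9 promoter-luciferase reporter, 1500 cells per well in OP-MEM I with 10% FBS, treated with compound 24 hours at 37C. Luciferase activity read by luminescence after 10 minutes with Amplite reagent.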
RORg inh – qHTS for inhibitors of ROR gamma transcriptional activity; Drosophila S2 Gal4-RORgamma UAS-luciferase reporter, 20 h; Potency, µM (highest dose often 53.6 µM), inactives show top-dose activity change, negative = inhibition, most hits filed as inhibitors; 5.4% of 310,000 active; AID 2551, 2010; note: % is set by controls: 0 for no effect and ±100 for the full control effect; nearly all actives have a fitted effect of over 60% in size
Target sequence (P51450 whole entry, looked up, the tested form may be a part): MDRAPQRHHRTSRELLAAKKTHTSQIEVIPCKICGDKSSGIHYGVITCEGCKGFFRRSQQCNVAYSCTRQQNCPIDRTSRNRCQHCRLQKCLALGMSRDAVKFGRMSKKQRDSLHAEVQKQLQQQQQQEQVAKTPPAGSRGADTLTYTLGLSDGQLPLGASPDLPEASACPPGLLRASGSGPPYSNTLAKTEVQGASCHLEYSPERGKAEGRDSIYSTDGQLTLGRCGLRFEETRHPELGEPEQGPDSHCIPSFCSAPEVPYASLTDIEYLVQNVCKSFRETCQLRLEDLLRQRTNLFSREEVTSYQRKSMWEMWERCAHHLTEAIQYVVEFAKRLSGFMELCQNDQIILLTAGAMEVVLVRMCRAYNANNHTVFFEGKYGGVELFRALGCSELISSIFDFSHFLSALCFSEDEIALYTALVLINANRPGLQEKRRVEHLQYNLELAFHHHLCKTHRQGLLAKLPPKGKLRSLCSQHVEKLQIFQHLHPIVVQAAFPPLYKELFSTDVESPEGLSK
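Stable Schneider cell line, Gal4 DNA-binding domain fused to ROR gamma, UAS-luciferase. Cmpd 1 hr RT → CuSO4 700 uM final → 20 hr RT → luciferase reagent 10 min → luminescence.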
BRCA1 expr up – qHTS Assay to Identify Small Molecule Activators of BRCA1 Expression | MCF7-BRCA1-FFLuc reporter, luminescence, 48 h; response scale: scaled: vehicle 0%, 10 µM genistein 100% | Potency, µM (top dose mostly 46.1 µM), without a hit: at the highest dose activation, most hits filed as activators | 1.1% of 380,000 active; note: nearly all actives have a fitted effect of over 80% in size; some results filed as inactive show a strong effect at the top dose
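Luminescence from a BRCA1-driven firefly luciferase in MCF7 cells was read after 48 h compound exposure at 37 C. Data normalized against DMSO and a 10microM genistein activation control, then curve-fitted across the titration.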
VP16 counter – VP16 counterscreen qHTS for inhibitors of ROR gamma transcriptional activity. Drosophila S2 Gal4-VP16 UAS-luciferase, luminescence, 20 h. 3.5% of 310,000 active. Potency, µM (series often up to 53.6 µM), without a hit: at the top dose activity, negative = inhibition, hits mostly inhibitors;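 note: Gal4-VP16 expression switched on by copper sulfate through the metallothionein promoter; % is set by controls: 0 for no effect and ±100 for the full control effect; nearly all actives have a fitted effect of over 50% in size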
CXXC DNA block – qHTS Fluorescence Polarization Assay for Inhibitors of MLL CXXC domain - DNA interaction. MLL-CXXC / FITC-HOXA9 DNA fluorescence polarization. Histone-lysine N-methyltransferase 2A (Homo sapiens), Q03164. Potency, µM (top dose mostly 115 µM), for the others: at the top dose activity change, negative = inhibition, usual class: inhibitors. 0.037% of 290,000 active. AID 2662, 2010; active = well fitted inhibition curve with a large enough effect in the polarisation, with a control signal flat, not every such curve was filed as active; inconclusive = small, poorly fitted or top-dose-only effect, or effect the other way, or a change in a side signal; inactive = no such curve, though single readings can be large or run the other way; the % refers to the polarisation
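Purified MLL-CXXC (added from a 7 uM solution) was preincubated 5 min at ambient with pinned compounds in 50 mM Tris-HCl pH 7.5, 50 mM NaCl, 1 mM DTT, 0.05% BSA. Fluorescein-labeled HOX-A9 DNA (50 nM solution) followed, 30 min, then polarization read.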
ELG1 genotoxic – qHTS screen for small molecules that induce genotoxicity in human embryonic kidney (HEK293T) cells expressing luciferase-tagged ELG1; HEK293T ELG1-luciferase reporter, luminescence, 16 h; Potency, µM (series often up to 46 µM), without a hit: at the highest dose activity change, positive = activation, most hits filed as activators; 1.3% of 330,000 active; AID 504466, 2011; note: % of control where 0% means no effect; nearly all actives have a fitted effect of over 60% in size
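Step 1: seed 2,000 HEK293T ELG1-luciferase cells per well. Step 2: add compound or DMSO, incubate 16 hr at 37 °C. Step 3: ONE-Glo, 30 min at room temperature, read luminescence.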
uPA generation – qHTS for Inhibitors of Cell Surface uPA Generation; 0.31% of 330,000 active; cell surface uPA generation assay, qHTS; AID 540303, 2011; Potency, µM (series often up to 38.3 µM), for the others: top-dose activity change, negative = inhibition, most hits filed as inhibitors; active = well fitted inhibition curve with a large enough effect; inconclusive = small, poorly fitted or top-dose-only effect; inactive = no such curve, though single readings can be large or run the other way; tested in mouse RAW 264.7 cells; note: % is set by controls: 0 for no effect and ±100 for the full control effect; nearly all actives have a fitted effect of over 55% in size
The depositor's hits bear a star; ? = inconclusive; / = no result given; [ ] = dose if it differs, or a comment. Unless noted, calls come from the whole dose curve; as a rule, active = well fitted curve in the direction sought with a large enough effect; inconclusive = small, poorly fitted or top-dose-only effect, or another doubt; inactive = no such curve, though single readings can be large; an effect the other way counts as inactive or inconclusive. Potency is the fitted concentration of half-maximal effect.

nr | SMILES | FLuc modulator | MBNL1 CUG block | NPC1 prom act | p53 reactivation | Rab9 prom act | RORg inh | BRCA1 expr up | VP16 counter | CXXC DNA block | ELG1 genotoxic | uPA generation
1 | COc1ccc(CN(C)C(=O)CCCNC(=O)c2ccc(Cl)cc2)cc1 | 1% | -4% | 1% | -1% | -1% | 7% | 11% | -3% | -3% | -1% | 2%
2 | COc1cc2c(cc1OC)C(SC)=NC1(CCCC1)C2 | ? | -3% | -2% | -9% | -6% | 0% | -25% | -5% | 3% | 6% | -9%
3 | Cc1ccc(/C=N\NC(=O)COc2ccc(C)cc2[N+](=O)[O-])cc1 | 1% | 9% | 8% | 5% | -4% | -11% | -17% | 6% | -10% | 6% | 2%
4 | COc1cc(NC(=O)Cn2cnc(S(=O)(=O)N3CCC(C)CC3)c2)cc(OC)c1OC | 3% | -6% | -7% | 4% | -6% | 17% | 3% | -5% | 18% | 1% | 3%
5 | CCOC(=O)N1CCN(CC(=O)Nc2cc(C)nn2-c2nc3ccccc3s2)CC1 | -4% | 3% | -4% | 1% | -3% | ? | -9% | ? | 14% | -16% | -3%
6 | CCOc1cc(C2C(C(=O)c3ccc(C)o3)=C(O)C(=O)N2CCc2ccccc2)ccc1O (configuration not stated) | -2% | 21% | -1% | 2% | 11% | 13% | -13% | -7% | -2% | 2% | -3%
7 | O=C(CC(c1ccccc1)c1cc(Cl)ccc1O)N1CCOCC1 (configuration not stated) | -1% | 3% | -5% | 9% | -5% | 15% | 0% | -16% | 9% | -3% | 3%
8 | Cc1nc2ccccc2c(-c2ccccc2)c1C(=O)c1ccccc1 | 2% | 1% | -1% | -3% | -2% | -26% | -23% | 1% | 0% | -6% | 6%
9 | CC(C)CC(=O)Nc1ccc(C(=O)CN2CCN(c3ccc(O)cc3)CC2)cc1 | -3% | 15% | -1% | 5% | 0% | -15% | -6% | -11% | -2% | -3% | -5%
10 | CC1(C(=O)NCc2ccccc2)Oc2ccccc2NC1=O (configuration not stated) | 0% | -8% | 0% | 2% | -2% | 9% | 3% | 4% | 4% | -1% | 2%
11 | O=C(Nc1ccc2c(c1)OCO2)N1CCN(S(=O)(=O)c2ccc(Cl)cc2)CC1 | 1% | -2% | -2% | 12% | -4% | 30%[0.365 µM] | 62% | / | 4% | -11% | /
12 | COc1ccc(NC(=O)c2ccccn2)cc1OC | 17µM* | / | ? | ? | 4µM* | -3% | ? | -7% | -5% | ? | ?
13 | Cc1ccccc1C(=NC(=O)c1ccccc1)c1ccccc1 | 1% | -4% | -3% | -6% | -5% | 2% | -39% | 11% | 8% | 3% | 9%
14 | Cc1cc(C)nc(Sc2ncnc(N)c2[N+](=O)[O-])n1 | 0% | ? | -15% | -12% | -9% | 6.3µM* | -86%[inhibitor] | 8.9µM* | -4% | 20% | ?
15 | O=C(CCc1ccccc1)N1CCN(c2ccccn2)CC1 | 2% | / | 2% | -9% | -3% | 11% | 18% | ? | -3% | -1% | -6%
16 | CCOC(=O)C(NC(=O)C1C(C)N1S(=O)(=O)c1ccc(C)cc1)C(=O)OCC (configuration not stated) | -1% | -1% | 2% | 1% | 5% | -7% | -11% | 1% | 17% | 2% | 6%
17 | CC(=O)NS(=O)(=O)c1ccccc1 | 5% | -7% | 8% | -3% | -1% | 0% | 9% | -2% | 10% | -1% | 5%
18 | Cn1c(SCC(=O)N2CCCc3ccccc32)nnc1-c1cccs1 | 4% | 6% | 8% | -5% | 6% | 23% | 14% | -8% | -2% | 2% | -3%
19 | Cc1sc2ncnc(N[C@@H](CCC(=O)O)C(=O)O)c2c1C | 3% | -4% | -1% | -3% | 0% | -11% | -10% | -9% | 9% | -7% | 7%
20 | COc1ccc(Cl)cc1NC(=O)CCNS(=O)(=O)c1cccc2nonc12 | 1% | ? | -36%[inhibitor] | -2% | -3% | 37% | -9% | 10% | 2% | -5% | -1%
21 | COc1ccc(C(=O)N2CCN(C(=O)c3ccc(-c4ccccc4)cc3)CC2)cc1OC | -18% | -5% | -1% | -4% | 0% | 22% | 1% | 2% | 5% | -7% | 1%
22 | CCCC1(c2ccccc2)NC(=O)N(CCN2C(=O)c3ccccc3C2=O)C1=O (configuration not stated) | -10% | ? | -2% | -1% | 11% | ? | -10% | -1% | 3% | 0% | 6%

A section from further up, for reference:
nr | SMILES | FLuc modulator | MBNL1 CUG block | NPC1 prom act | p53 reactivation | Rab9 prom act | RORg inh | BRCA1 expr up | VP16 counter | CXXC DNA block | ELG1 genotoxic | uPA generation
1 | COc1ccc(CN(C)C(=O)CCCNC(=O)c2ccc(Cl)cc2)cc1 | 1% | -4% | 1% | -1% | -1% | 7% | 11% | -3% | -3% | -1% | 2%
2 | COc1cc2c(cc1OC)C(SC)=NC1(CCCC1)C2 | ? | -3% | -2% | -9% | -6% | 0% | -25% | -5% | 3% | 6% | -9%
3 | Cc1ccc(/C=N\NC(=O)COc2ccc(C)cc2[N+](=O)[O-])cc1 | 1% | 9% | 8% | 5% | -4% | -11% | -17% | 6% | -10% | 6% | 2%
4 | COc1cc(NC(=O)Cn2cnc(S(=O)(=O)N3CCC(C)CC3)c2)cc(OC)c1OC | 3% | -6% | -7% | 4% | -6% | 17% | 3% | -5% | 18% | 1% | 3%
5 | CCOC(=O)N1CCN(CC(=O)Nc2cc(C)nn2-c2nc3ccccc3s2)CC1 | -4% | 3% | -4% | 1% | -3% | ? | -9% | ? | 14% | -16% | -3%
6 | CCOc1cc(C2C(C(=O)c3ccc(C)o3)=C(O)C(=O)N2CCc2ccccc2)ccc1O (configuration not stated) | -2% | 21% | -1% | 2% | 11% | 13% | -13% | -7% | -2% | 2% | -3%
7 | O=C(CC(c1ccccc1)c1cc(Cl)ccc1O)N1CCOCC1 (configuration not stated) | -1% | 3% | -5% | 9% | -5% | 15% | 0% | -16% | 9% | -3% | 3%

A portion of the library, so the mix of outcomes need not match the whole.
